APJ antag = APJ receptor antagonism; CHO-K1 APJ beta-arrestin complementation, luminescence; inhibition, % at 20 µM; 330,000 compounds, 0.32% hits; AID 2521;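 active = inhibition above about 40% at 20 µM, limit read from the data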;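 also: cells challenged with 10 nM apelin-13 agonist together with compound; plate controls were apelin-13 plus DMSO wells for no effect and DMSO wells lacking apelin-13 for full effect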
APJ ag = APJ receptor agonism | P35414 | activation, % at 20 µM | 330,000 compounds, 0.11% hits | CHO-K1 APJ PathHunter beta-arrestin, luminescence; 0% DMSO wells, 100% apelin;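 active = activation more than six SD over the plate average, tested at 20 µM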;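 also: 0% = DMSO alone and 100% = apelin-13 at 10 nM; some results filed as inactive read as strong as hits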
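Test system – PathHunter CHO-K1 APJ (AGTRL-1) beta-arrestin reporter cells · Input – 1000 cells/well · Compound – single test compound dose, 20 µM final, 1% DMSO · Times – compound stimulation 90 min at 25 °C, detection 60 min · Technique – beta-gal luminescence · Read-out basis – APJ–arrestin association signal · Control set – negative DMSO alone, positive Apelin-13 at 10 nM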
tim23-1 inh = tim23-1 yeast growth inhibition; 330,000 compounds, 1.3% hits; AID 463212; inhibition, % at 20 µM; S. cerevisiae tim23-1 growth, BacTiter-Glo luminescence, 24 h;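 active = growth inhibition of the mutant yeast at or above 50%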;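 also: temperature-sensitive mutant grown at 25 °C; plate controls were DMSO-treated mutant yeast for no effect and medium wells lacking yeast for full effect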
tim10-1 inh = growth inhibitors of tim10-1 mutant yeast; S. cerevisiae tim10-1 ts strain growth, BacTiter-Glo, 24 h; inhibition, % at 20 µM; 330,000 compounds, 2.2% hits;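 active = inhibition of at least 40%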;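 also: mutant grown at 25 °C; 0% = DMSO wells with yeast and 100% = wells holding no yeast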
Mdm2-MdmX inh = inhibitors of human Mdm2/MdmX interaction; SaOS-2 split-luciferase Mdm2/MdmX complementation, luminescence; inhibition, % at 8 µM; O15151+Q00987; 330,000 compounds, 3% hits;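 active = inhibition of at least 50% at 8 µM in the primary screen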
Target sequence (O15151 whole entry, looked up): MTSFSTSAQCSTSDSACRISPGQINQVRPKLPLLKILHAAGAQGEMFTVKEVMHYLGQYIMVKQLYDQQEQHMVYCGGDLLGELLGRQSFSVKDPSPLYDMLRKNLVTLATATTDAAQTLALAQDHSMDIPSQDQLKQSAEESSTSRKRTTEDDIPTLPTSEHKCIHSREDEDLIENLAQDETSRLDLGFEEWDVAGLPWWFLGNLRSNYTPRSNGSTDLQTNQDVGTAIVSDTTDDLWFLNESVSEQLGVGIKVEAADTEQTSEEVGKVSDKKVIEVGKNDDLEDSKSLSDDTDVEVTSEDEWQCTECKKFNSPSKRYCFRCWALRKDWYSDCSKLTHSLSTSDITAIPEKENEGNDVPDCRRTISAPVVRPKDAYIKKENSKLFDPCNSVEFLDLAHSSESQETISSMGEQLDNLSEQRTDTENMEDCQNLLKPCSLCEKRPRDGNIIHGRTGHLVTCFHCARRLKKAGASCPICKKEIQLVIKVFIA
Target sequence (Q00987 whole entry, looked up): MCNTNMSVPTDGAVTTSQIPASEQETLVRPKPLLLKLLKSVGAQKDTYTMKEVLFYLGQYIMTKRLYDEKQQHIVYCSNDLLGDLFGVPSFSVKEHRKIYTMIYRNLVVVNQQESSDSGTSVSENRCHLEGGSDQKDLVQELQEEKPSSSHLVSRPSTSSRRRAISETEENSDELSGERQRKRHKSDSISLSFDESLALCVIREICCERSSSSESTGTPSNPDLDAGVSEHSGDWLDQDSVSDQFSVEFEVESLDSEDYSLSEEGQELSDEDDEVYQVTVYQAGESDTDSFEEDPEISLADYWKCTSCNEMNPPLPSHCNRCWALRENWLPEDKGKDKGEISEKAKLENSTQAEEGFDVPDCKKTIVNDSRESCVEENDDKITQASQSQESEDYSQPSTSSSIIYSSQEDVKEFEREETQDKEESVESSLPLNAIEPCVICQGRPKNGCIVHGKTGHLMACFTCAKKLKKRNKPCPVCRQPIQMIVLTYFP
CXCR6 inh = CXCR6 (human) receptor inhibition; CHO-K1 PathHunter CXCR6 beta-arrestin, luminescence; inhibition, % at 20 µM; 360,000 compounds, 0.36% hits; in the data active = inhibition above about 34%, passing the limit was not always enough;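 also: antagonist mode with CXCL16 agonist at 10 nM final; 0% = 10 nM CXCL16 with DMSO and 100% = unstimulated wells without agonist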
XBP1 UPR activ = adaptive UPR (XBP1) activation; CHO-XBP1 luciferase reporter, IRE1-XBP1 UPR activation, luminescence; percent of tunicamycin response, DMSO as zero; 330,000 compounds, 0.33% hits; activation, % at 20 µM; AID 463104;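 active = versus positive control, 20 µM dose yields 30% or more activation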;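 also: 100% = tunicamycin at 10 µg/mL and 0% = DMSO only wells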
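Assay system: IRE1-XBP1 luciferase reporter CHO line. Input: 1000 cells/well. Buffer or medium: F12 with 10% serum. Doses: 20 µM, 1% DMSO. Times: overnight seeding at 37 °C, 6 h compound treatment at 37 °C. Technique: Steady-Glo luciferase glow luminescence, 10 min after reagent addition.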
CHOP UPR activ = activators of apoptotic arm of unfolded protein response (CHOP); CHO-CHOP luciferase reporter, UPR activation, luminescence; percent of tunicamycin response over DMSO baseline; 330,000 compounds, 0.34% hits; activation, % at 10 µM;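 active = at 10 µM dose, activation of 40% or more, normalized to positive control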;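 also: 100% = tunicamycin at 10 µg/mL and 0% = DMSO alone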
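Assay system: CHO cells with stable CHOP pathway luciferase reporter; Buffer or medium: F12 plus 10% serum; Times: 16-18 h cell attachment, then 6 h compound exposure, 37 °C; Signal: luciferase luminescence; Read-out basis: percent activation relative to tunicamycin control; Control set: tunicamycin high control, DMSO low control.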
TIM10 inh = growth inhibitors of TIM10 yeast strain | S. cerevisiae TIM10 strain growth, BacTiter-Glo luminescence, 24 h | inhibition, % at 10 µM | 330,000 compounds, 1.4% hits | AID 463195;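 active = inhibition of 40% or more at the single tested concentration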;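 also: wild-type TIM10 isogenic control strain grown at permissive 25 °C; 0% = DMSO yeast wells and 100% = minimal medium wells without yeast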
Numbers without * were called inactive; nt = not tested or not shown; & = joins results of further samples. Some of the compounds tested, so the mix of outcomes need not match the whole.

Screens in order – CHOP UPR activ, tim23-1 inh, CXCR6 inh, tim10-1 inh, APJ antag, TIM10 inh, Mdm2-MdmX inh, APJ ag, XBP1 UPR activ
CC(=O)c1nc2ccccc2n1S(=O)(=O)c1ccc(C)cc1
    1.1, -3, -2, 8, 2, 8, 6, -2, 0
O=C(NCc1cccc(Cl)c1)c1ccc2c(c1)OCCO2
    3.1, 11, 0, 1, -13, -10, 8, -2, 1
Cc1cccc(NC(=O)c2ccc(C(=O)c3ccccc3)o2)c1
    5.6, -1, 12, -6, 1, 19, -92, -4, 3
CCOC(=O)N1CCN(C(=O)CSc2nnc(Cc3cccn3C)n2CCc2ccccc2)CC1
    -0.1, 16, -3, 13, 5, 11, 26, -3, -1
Cc1ccc(CON=C2CCN(c3ncc(C(F)(F)F)cc3Cl)CC2)cc1
    0.1, 3, 1, 8, 12, -44, 3, 0, 4
CSc1nc2c(cc1C#N)CCC2
    0.7, -15, 4, -4, 14, -2, 19, -2, -1
COc1ccc(OC)c(NC(=O)c2ccc(NC3=NC4CS(=O)(=O)CC4S3)cc2)c1 (stereo not given)
    -0.6, 2, -3, 21, 1, 7, 35, 1, 0
Cc1ccccc1CSCC(=O)Nc1c(C)n(C)n(-c2ccccc2)c1=O
    -0.2, 5, -3, 6, -8, -2, -26, -2, -1
Cc1csc(=O)n1CC(=O)OCC(=O)c1c(N)n(C)c(=O)n(C)c1=O
    -0.1, 4, 0, -9, 9, 1, 15, 7, 0
Cc1ccc(C(C(=O)NCc2ccccc2)N(Cc2cccs2)C(=O)c2ccc3c(c2)OCCO3)cc1 (stereo not given)
    3.5, 26, 4, 25, -6, 14, 79*, 4, 4
O=C(Nc1ccc2nc(SCc3ccc(Cl)cc3)sc2c1)c1ccccc1C(=O)N1CCOCC1
    -2.6, 18, -3, 23, 9, 1, 43, 0, 1
CC1CCCN(C(=O)Cn2c(-c3nonc3N)nc3ccccc32)C1 (stereo not given)
    -1.9, 3, -9, 25, 11, -8, -10, 0, 1
CC(C)(C)c1cc(NC(=O)c2ccc(OC3CCCC3)cc2)no1
    3.7, -10, -8, 5, -20, 2, -6, 0, 4
Cc1cccc(/C=N/NC(=O)CN2CCCCCCC2)c1
    3.5, 7, -6, -1, 3, -11, 31, -1, 2
Nc1ncnc2c1ncn2[C@@H]1O[C@H](CNC(=O)[C@@H](N)CO)[C@@H](O)[C@H]1O
    1.9, 31, 8, 12, nt, -8, 3, nt, 4
CCN(C(=O)CSc1nnc(CNc2cccc(OC)c2)n1C1CCCCC1)C1CCS(=O)(=O)C1 (stereo not given)
    0.0, 11, -3, 12, 13, 6, 0, 2, -6
c1ccc(-c2nc3ccccc3[nH]2)cc1
    5.2, 50*, -2, -15, -13, 22, -58, 0, -5
COC(=O)CCC(=O)N1CCCC(N2CCN(c3cccc(C(F)(F)F)c3)CC2)C1 (stereo not given)
    0.4, 9, 2, 7, 9, 8, 10, -2, -4
O=S(=O)(Nc1nccs1)c1ccc(Br)cc1
    0.0, -2, -10, -3, -11, -12, -6, -2, 1
CN1C(=O)/C(=C\C(=O)c2cccs2)c2ccccc21
    3.3, 84*, 1, 47*, -2, 85*, 23, 2, -2
CCOC(=O)c1sc(NC(C)=O)nc1C
    -0.5, 7, 2, 2, -7, -9, 14, 3, -3
O=C(NCCC1CCCCN1S(=O)(=O)c1ccccc1)C(=O)Nc1ccc(F)cc1 (stereo not given)
    3.2, -13, 4, -12, 9, -9, 29, -3, -2
CCN(C(=O)CSc1nnnn1C)C1CCS(=O)(=O)C1 (stereo not given)
    1.6, -11, -6, -4, 18, 0, 20, -6, -1
O=C1CSC(=Nc2ccc(Cl)cc2)N1
    1.3, 6, 3, -8, 11, 1, 16, -5, -7
CCOC(=O)C1=C(C)N(C[C@@H]2CC[C@@H](Cc3ccc(-c4ccccc4)cc3)O2)C(=O)NC1c1ccc([N+](=O)[O-])cc1 (stereo not given in full)
    2.7, 35, -7, 21, nt, -1, 36, nt, 0
CCC(C)NC(=O)c1ccc2c(SCC(=O)O)c3c(nc2c1)CCCC3 (stereo not given)
    -0.7, -1, -1, 12, 6, 1, 18, 2, -4
CCS(=O)(=O)c1ccc2oc(Nc3ccccc3Cl)nc2c1
    2.9, 23, -3, 2, -24, 0, -79, -2, 10
Cc1cc(C)c2c(CC(=O)Nc3ccc(Cl)cn3)coc2c1
    -2.0, 3, -4, -16, 9, -11, 36, 1, 2
CCOc1cc(C(c2c(C)[nH][nH]c2=O)c2c(C)[nH][nH]c2=O)ccc1O
    3.8, -4, 8, 7, 17, 4, -9, -3, 4
COc1ccccc1C(=O)C1CCCN(C(=O)c2cccc(-n3cccn3)c2)C1 (stereo not given)
    -0.1, 8, 2, -6, -13, -1, -29, -2, -1
COC(=O)c1ccccc1NC(=O)CSc1nnnn1C1CCCCC1
    1.7, 33, -4, 26, -11, 17, 18, 2, 1
Cc1cc(NC(=O)COC(=O)CNS(=O)(=O)c2c(F)cc(F)cc2Br)no1
    1.3, -10, 1, -16, -1, -15, 12, -3, 3
O=C(CN1C(=O)c2ccccc2S1(=O)=O)N1CCN(c2ccccc2F)CC1
    -0.5, -3, -12, -5, -2, 2, 36, -6, 0
CSc1nc(N)c2c(n1)OC(N)=C(C#N)C2c1cccnc1 (stereo not given)
    -1.2, 3, 2, 6, 4, 3, -7, -2, -4
Cc1ccc(S(=O)(=O)Nc2ccc(Cl)cc2)cc1NC(=O)c1cc2c(s1)CCCC2
    2.4, 15, 1, 27, -6, 8, -16, -1, -4
Cc1ccccc1Nc1c(-c2ccc(N3CCOCC3)cc2)nc2ncccn12
    0.2, 25, -6, 12, -4, 8, -2, -1, 0
CC1(C)CC(N(Cc2ccccc2)C(=O)Cc2ccccc2)CCO1 (stereo not given)
    2.2, 19, 10, -4, -14, -5, 14, -2, -3
CSCC[C@H](NC(=O)OC(C)(C)C)C(=O)NCC1CCC(C(=O)O)CC1 (stereo not given in full)
    1.3, -4, -7, -18, -9, -22, 11, -1, 3
CC(=O)c1ccc(Sc2ccccc2N)c([N+](=O)[O-])c1
    1.6, 21, 5, 13, 21, -13, 25, 4, -1
Cc1ccc(S(=O)(=O)Nc2ccccc2C(=O)N2CCCC2)cc1
    1.4, 8, 3, 15, 8, 7, -19, -3, -1
CC(=O)Nc1ccc(C(=O)NC2CCSc3ccccc32)cc1 (stereo not given)
    2.9, 6, 4, 8, 5, 2, -10, -3, 2
CCOc1ccc(CCNC(=O)COC(=O)c2cc(=O)[nH]c3ccccc23)cc1OCC
    1.2, 9, -1, 6, 3, 9, 13, 6, -1
COc1ccccc1/C=C(\NC(=O)c1ccc(OC)c(OC)c1)C(=O)Nc1cc([N+](=O)[O-])ccc1C
    -1.3, -7, 5, -5, 1, -10, 59*, -2, -1
COc1cc(/C=N/NC(=S)NCCN2CCOCC2)ccc1O
    0.5, 15, -10, 13, 2, 1, -17, 1, 0
Cc1noc(C)c1NC(=O)Nc1ccc2c(c1)CC(=O)N([C@@H](C)CO)C[C@@H](C)[C@@H](CN(C)C(=O)Nc1cccc3ccccc13)O2
    1.1, 7, 0, -6, -4, 2, -12, -1, -2
CCN(CC)C(=O)CSc1nc2ccccc2c(=O)n1CCC(=O)NCCc1ccc(OC)c(OC)c1
    -0.7, 11, 3, 16, 3, 8, 5, 0, -1
CNC(=O)c1c(NC(=O)c2nc3ccccc3s2)sc2c1CCC2
    8.6, 28, 40*, 6, 39, 1, -86, -6, 5
COc1cccc(-n2cc(CNC(=O)C3CCC(=O)N(C4CC4)C3)cn2)c1 (stereo not given)
    1.3, 8, 2, 15, -11, 5, -6, -7, -7
O=C(COc1ccccc1Cl)N1N=C(c2cccs2)CC1c1ccco1 (stereo not given)
    2.0, 45, 6, 41*, -34, 35, -15, -2, 3
CCOCC(=O)Nc1cccc(OC)c1
    -0.1, 5, -7, -11, -1, -3, 6, -1, 2
O=C(COC(=O)CCCN1C(=O)c2ccccc2C1=O)Nc1cc(Cl)cc(Cl)c1
    -0.7, 4, 5, 7, 11, -10, 7, 0, -1
COC(=O)c1ccc2ccccc2c1OC1OC(CO)C(O)C(O)C1NC(C)=O (stereo not given)
    -0.2, 2, -5, -5, 4, 0, -5, -1, -2
CC1CCC(C(C)C)C(OC(=O)Cn2c(-c3ccc(Br)cc3)[n+](C)c3ccccc32)C1 (stereo not given)
    19, 23, -5&-5, 17, 2, 1, 100*, -3, 109*
COc1cccc2sc3cc(C#CC4(O)CCCCC4)ccc3c(=O)c12
    2.8, 38, -2, 35, 2, 23, 0, -2, -3
CC1(C)COC(c2cc([N+](=O)[O-])ccc2Cl)=N1
    -1.9, 9, 3, -3, -24, -31, -9, 2, -1
N#CCC(=O)Nc1ccc(C(=O)OCC(=O)NCc2ccc3c(c2)OCO3)cc1
    1.1, 9, -6, 9, -13, 8, 1, -3, -4
COc1cccc(C(=O)Nc2cc(C(=O)NCc3ccc(C)cc3)ccc2N2CCC3(CC2)CC(c2ccccc2)=NO3)c1
    3.1, 8, 6, -15, 5, -2, 9, -2, 2
CCC(C)N1CCN(S(=O)(=O)c2ccc(NC(C)=O)cc2)CC1 (stereo not given)
    0.5, 0, 1, 10, 7, -3, 21, 0, -1
Cc1cc2c(cc1S(=O)(=O)N1CCCC1)n(C)c(=O)c(=O)n2C
    -1.2, 5, -5, -15, 12, 1, 6, -1, 2
O=C(COC(=O)C12CC3CC(CC(C3)C1)C2)Nc1ncc(Cl)cc1Cl
    0.8, 33, 1, 32, -3, 20, 11, 0, 3

Next section
Screens in order – CHOP UPR activ, tim23-1 inh, CXCR6 inh, tim10-1 inh, APJ antag, TIM10 inh, Mdm2-MdmX inh, APJ ag, XBP1 UPR activ
COc1cc(C)ccc1OCc1cc(C(=O)N2C[C@H]3CC[C@H]2C3)no1
    1.1, 2, 2, 1, 17, -4, 22, 6, -2
O=C(OCC(=O)N1CCN(C(=O)c2ccco2)CC1)c1cccc(F)c1
    5.0, 6, 1, 3, -9, -5, 12, -4, 2
O=C(COC(=O)c1cncc(Br)c1)Nc1nnc(-c2ccccc2)o1
    2.6, -1, 5, -4, 5, -1, 21, -4, -2
CC(=O)Oc1ccc(C)cc1N1C(=O)c2ccc(C(=O)O)cc2C1=O
    0.7, 5, 4, 5, 11, -8, 10, -3, 1
C#CCN1C(=O)C(O)(CC(=O)c2ccc3c(c2)OCCO3)c2ccccc21 (stereo not given)
    -0.1, 24, 1, 24, -2, 19, 7, -6, -4
COc1ccc(NC(=O)CCC(=O)OCC(=O)c2ccc(Oc3ccc([N+](=O)[O-])cc3)cc2)cc1
    0.3, 9, 1, 6, -1, -2, -8, 0, 1
CCOC(=O)N1CCN(Cc2nc3ccc([N+](=O)[O-])cc3c(=O)n2-c2ccc(OC)cc2OC)CC1
    1.0, 14, -3, 7, 10, 13, -11, -1, -1

Limited to CHOP UPR activ, APJ ag and tim10-1 inh (2 entries from above):
compound,CHOP UPR activ,APJ ag,tim10-1 inh
O=C(COC(=O)c1cncc(Br)c1)Nc1nnc(-c2ccccc2)o1,2.6,-4,-4
CC(=O)Oc1ccc(C)cc1N1C(=O)c2ccc(C(=O)O)cc2C1=O,0.7,-3,5
